# OXTR agonist = agonists of human oxytocin receptor; CHO-OTR cells, Fluo-8 calcium fluorescence; normalized: DMSO 0%, oxytocin 100%; activation, % at 3 µM; 320,000 compounds, 0.32% hits;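 active means activation above the mean of all tested compounds plus 3 SD, cutoff set per screening run, cut at about 20% in these data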;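 further: peak over basal fluorescence ratio from a 100 s FLIPR kinetic read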
# Target sequence (P30559 whole entry, looked up): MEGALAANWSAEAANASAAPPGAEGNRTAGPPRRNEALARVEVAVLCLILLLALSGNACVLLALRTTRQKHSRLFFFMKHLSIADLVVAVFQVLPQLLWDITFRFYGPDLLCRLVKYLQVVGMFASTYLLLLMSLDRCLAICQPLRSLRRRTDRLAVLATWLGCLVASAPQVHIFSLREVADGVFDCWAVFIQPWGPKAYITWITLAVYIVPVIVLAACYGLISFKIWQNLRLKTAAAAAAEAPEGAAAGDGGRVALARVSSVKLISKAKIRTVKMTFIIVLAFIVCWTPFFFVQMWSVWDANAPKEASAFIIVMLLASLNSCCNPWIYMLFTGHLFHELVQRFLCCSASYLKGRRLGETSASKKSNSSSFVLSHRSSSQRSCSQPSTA
# TAAR1 antag = antagonists of human TAAR1; 360,000 compounds, 1.5% hits; CHO RD-HGA16 TAAR1, Fluo-8 calcium fluorescence, antagonist; inhibition, % at 3 µM; Q96RJ0;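 active means inhibition above a per-plate cutoff, the mean inhibition of test compounds on that plate plus 3 SD, cut at about 49% in these data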;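 further: 0% = DMSO plus EC80 beta-PEA response and 100% = DMSO alone without agonist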
#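 Material: RD-HGA16 CHO cells with stable hTAAR1 and Gα16; Dosing: single nominal final test compound concentration of 3 µM; Schedule: seeding 17-24 h prior, 75-min 37 °C, 30-min RT dye loading; Detection: kinetic Fluo-8 calcium fluorescence measurement; Measure: % inhibition from peak post-agonist over basal fluorescence ratio; Benchmarks: vehicle and agonist controls.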
# M1 ag = human M1 muscarinic receptor agonism | CHO-K1 hM1, Fluo-8 calcium fluorescence, agonist mode; 0% DMSO, 100% acetylcholine EC100 | activation, % at 3 µM | 360,000 compounds, 0.33% hits | AID 588814;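 active means activation above the run's mean compound activation plus 3 SD, cut at about 16% in these data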;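 further: peak over basal fluorescence ratio within a 140 s kinetic read after compound addition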
# CHRM1 antagonist = human CHRM1 antagonism | P11229 | CHO-K1 hM1, Fluo-8 calcium fluorescence, ACh EC80 antagonist | inhibition, % at 3 µM | 360,000 compounds, 1.3% hits;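 active means percent inhibition above its own plate's cutoff, namely the mean of that plate's compound wells plus 3 SD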;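 further: peak over basal fluorescence ratio during 140 s after agonist addition; 0% = ACh EC80 plus DMSO and 100% = DMSO alone without agonist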
# V1aR counter = counter-screen for oxytocin receptor agonists: human V1a receptor agonists; P37288; CHO-V1R cells, Fluo-8 calcium fluorescence, agonist mode; 0% DMSO, 100% 3 nM vasopressin; activation, % at 3 µM; 320,000 compounds, 0.25% hits; AID 2797;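 active means activation above the mean activation of all tested compounds plus 3 SD, per screening run, cut at about 20% in these data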;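 further: signal is peak over basal fluorescence ratio across a 100 second FLIPR read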
# Target sequence (P37288 whole entry, looked up): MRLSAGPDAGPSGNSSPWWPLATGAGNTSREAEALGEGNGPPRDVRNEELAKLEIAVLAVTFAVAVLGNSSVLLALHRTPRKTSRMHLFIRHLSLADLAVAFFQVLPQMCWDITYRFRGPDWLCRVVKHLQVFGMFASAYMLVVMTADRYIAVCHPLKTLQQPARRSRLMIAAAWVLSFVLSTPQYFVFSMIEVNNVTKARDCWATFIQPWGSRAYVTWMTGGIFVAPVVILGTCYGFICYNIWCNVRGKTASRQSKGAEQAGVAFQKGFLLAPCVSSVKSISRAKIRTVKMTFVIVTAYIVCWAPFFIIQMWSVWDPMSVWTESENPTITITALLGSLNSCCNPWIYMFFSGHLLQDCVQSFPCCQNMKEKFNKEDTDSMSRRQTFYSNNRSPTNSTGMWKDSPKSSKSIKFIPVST
# CHO parental Ca = counter-screen: ATP calcium response change in parental CHO cells; parental CHO-K1, ATP-induced calcium, Fluo-8 fluorescence; inhibition, % at 5.6 µM; 330,000 compounds, 0.63% hits;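 active means inhibition above that plate's mean sample inhibition plus 3 SD, cut at about 26% in these data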;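 further: 0% = ATP-challenged DMSO wells and 100% = DMSO wells without ATP; some compounds past the cut are filed as inactive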
#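 Assay system: untransfected parental CHO cell line. Also added: ATP agonist challenge. Dosing: one dose, 5.6 µM nominal. Measured by: Fluo-8 fluorescence. Read-out: % inhibition. Benchmarks: ATP wells versus no-ATP DMSO wells. Repeats: no replicates.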
# OXTR potentiator = human OXTR potentiation; CHO-OTR cells, Fluo-8 calcium fluorescence, potentiator mode; 0% = oxytocin EC15, 100% = EC100; activation, % at 3 µM; P30559; 320,000 compounds, 0.061% hits;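 active means activation above that plate's cutoff, the mean activation of tested compounds plus 3 SD, cut at about 6.6% in these data, passing the limit was not always enough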;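 further: 100% uses oxytocin at 75 nM as the full agonist control; some results filed as inactive read as strong as hits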
#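 test system = CHO-OTR cells, human receptor | compound = single-point 3.0 µM | schedule = 6 min compound pre-incubation at room temperature, 100 s kinetic read | signal = Fluo-8 no-wash calcium dye fluorescence, excitation 470-495 nm, emission 515-575 nm | repeats = single well per compound, singlicate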
# M1 PAM = human CHRM1 positive allosteric modulation; P11229; CHO-K1 hM1, Fluo-8 calcium fluorescence, ACh EC20; 0% = ACh EC20, 100% = maximal ACh; activation, % at 3 µM; 360,000 compounds, 0.088% hits; AID 588819; in the data active means activation above about 19%, passing the limit was not always enough
# TAAR1 agonist = agonists of human TAAR1 | Q96RJ0 | CHO RD-HGA16 TAAR1, Fluo-8 calcium fluorescence; vehicle wells 0%, saturating PEA agonist 100% | activation, % at 3 µM | 360,000 compounds, 0.99% hits | AID 624467;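 active means activation above the mean activation of all test compounds in the run plus 3 SD, cut at about 38% in these data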
#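 System: CHO-derived RD-HGA16 cells with stable Gα16 and human TAAR1. Times: 17-24 h plating, Fluo-8 75 min 37 °C, 30 min RT. Measured by: calcium-sensitive Fluo-8 signal, excitation 470-495, emission 515-575 nm. Read-out basis: % activation relative to PEA EC100 response. Control set: DMSO and PEA EC100. Repeats: no replicates (n 1).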
# * = called active by the depositor; x = not tested or not shown. The order is random; any-hit rate near 3.7%.
smiles	OXTR agonist	TAAR1 antag	M1 ag	CHRM1 antagonist	V1aR counter	CHO parental Ca	OXTR potentiator	M1 PAM	TAAR1 agonist
CCC(=O)Nc1cccc(-n2nnnc2SCC(=O)c2ccc(C)c(C)c2)c1	1.9	37	-6	2	4.0	-11	-19	-7	9
CCn1c(COc2ccc(=O)n(-c3ccccc3)n2)nnc1SCc1ccccc1	-0.8	-6	-2	-6	-0.7	-8	4	7	7
Cc1cccc(CCNC(=O)COc2cc(=O)n(C)c3ccccc23)c1	-1.5	-24	-7	-6	0.2	-7	-5	5	7
N#CC1=C(S)N(c2ccc(F)cc2)C2(CCCCC2)NC1=O	-0.1	-13	0	-14	-0.3	-4	3	12	3
NS(=O)(=O)c1ccc(CCNC(=O)CCS(=O)(=O)c2ccc(Br)cc2)cc1	x	-12	-8	0	x	x	x	3	0
COc1ccccc1N1CCN(C(c2cc3cc(C)ccc3[nH]c2=O)c2nnnn2C2CCCC2)CC1 (stereo not drawn)	-1.0	6	-7	-16	-0.9	-5	-7	11	4
Cc1nnc(SCC(=O)n2c3c(c4ccccc42)CCCC3)s1	-1.2	4	-3	-9	0.6	-19	-5	7	-1
COC(=O)c1ccc(C2C(C(=O)c3cc4ccccc4o3)=C(O)C(=O)N2CCN2CCOCC2)cc1 (stereo not drawn)	0.6	-3	-2	-1	0.8	-8	-6	1	0
C=CCNC(=O)CCCOc1ccc(C)cc1	-0.7	-7	-5	2	-1.2	-2	-5	3	4
COc1ccccc1NS(=O)(=O)c1cccc(C(=O)NCC(c2ccco2)N2CCCC2)c1 (stereo not drawn)	1.8	-5	-6	16	1.2	-17	-3	-6	2
N#CC(C#N)=Cc1cccn1-c1ccc(S(N)(=O)=O)cc1	0.2	13	-1	0	0.6	-16	0	6	5
O=c1[nH]c(N/N=C/c2ccccc2Br)nnc1-c1ccccc1	-2.5	-21	-8	2	-1.4	-24	-9	4	-4

# An excerpt from above in order of the M1 ag value, largest number first.
structure | M1 ag
N#CC(C#N)=Cc1cccn1-c1ccc(S(N)(=O)=O)cc1 | -1
CCC(=O)Nc1cccc(-n2nnnc2SCC(=O)c2ccc(C)c(C)c2)c1 | -6
Cc1cccc(CCNC(=O)COc2cc(=O)n(C)c3ccccc23)c1 | -7

# Following part
smiles	OXTR agonist	TAAR1 antag	M1 ag	CHRM1 antagonist	V1aR counter	CHO parental Ca	OXTR potentiator	M1 PAM	TAAR1 agonist
COc1ccc(C(=O)NCc2nnc(SCC(=O)NC3CCCCC3)o2)cc1	0.1	-16	-2	21	0.8	10	-6	-7	3
Cc1ccccc1C(=O)N1CCN(c2ccc(NC(=O)CSc3ccc(Cl)cc3)cc2)CC1	13	53*	2	33	11	31*	-8	-9	14
CCn1c(CCC(=O)Nc2ccccc2F)nnc1SCC(=O)Nc1ccc(OC)cc1	-0.8	-5	-3	-11	0.6	-10	0	6	1
O=C(Cc1ccccc1)NC1(O)C(=O)c2ccccc2C1=O	-1.1	-23	-4	-19	-0.6	3	-4	8	2
CCOC(=O)c1c(/N=C/c2ccccc2O)sc2c1CCC2	-1.3	-1	-5	-2	-0.7	-12	6	3	1
CC(=O)Nc1ccc(NC(=S)NC(=O)C2CCCC2)cc1	2.3	-26	-1	-7	3.0	-6	-3	7	10
COc1ccc(-n2nc(C(=O)N3CCN(Cc4ccc5c(c4)OCO5)CC3)c3ccccc3c2=O)cc1	-0.6	8	0	15	-0.1	-14	-4	-3	10
COC(=O)[C@H](C)NC(=O)Nc1cccc(Br)c1	-0.1	-14	-2	-15	0.8	4	-2	6	3
Cc1nc(N2CCOCC2)nc(OCCN2CCOCC2)c1[N+](=O)[O-]	0.2	-13	-4	-6	0.8	-7	7	9	11
O=C(Nc1cccnc1)OCc1ccccc1	0.6	-11	-1	-9	1.6	6	-2	0	7
COc1ccc(/C=N/Nc2cc(C)nc(NS(=O)(=O)c3ccc(C)cc3)n2)cc1	-2.0	-33	-10	-13	-0.8	-20	-8	14	-1
CCOc1cccc(/C(O)=C2/C(=O)C(=O)N(Cc3cccnc3)C2c2ccco2)c1 (stereo not drawn)	-0.5	8	-2	-2	-0.3	-5	-14	4	12
CC1Cc2ccccc2N1C1=CC(=O)CCC1 (stereo not drawn)	-0.6	-10	-7	4	0.0	-4	-7	2	0
COCCCNS(=O)(=O)c1ccccc1	-0.1	3	-1	-6	0.9	2	5	2	4
O=C(c1ccccc1)c1cnc(Nc2ccc(Cl)c(Cl)c2)s1	1.2	19	-2	-1	0.8	-2	0	1	5
COc1cccc(-n2nnnc2S(C)(=O)=O)c1	0.0	x	-6	-5	-0.9	19	-3	7	x
Cc1cc(NC(=O)c2sc(Nc3cccc(C(F)(F)F)c3)nc2N)no1	0.3	18	-1	-5	0.9	-18	-13	7	34
COc1ccc(Cc2nc(N)nc(N)n2)cc1	0.3	-22	-3	-4	0.5	3	-9	7	6
COc1cc(OC)cc(C(=O)N[C@H](C(=O)OCC(=O)Nc2cccc(F)c2)C(C)C)c1	-1.2	23	-4	-5	1.8	-19	-10	-1	2
c1ccc2c(C3=NNC(=NC4CC4)SC3)c[nH]c2c1	0.4	-12	-7	-2	-0.1	-4	-2	4	27
Cc1cc(NC(=O)COC(=O)c2ccc(F)c(S(=O)(=O)N3CCOCC3)c2)no1	-0.5	-20	-2	-35	1.0	-12	-7	7	3
NC(=O)C1CCN(C(=O)CCC(=O)c2ccc(F)cc2)CC1	-0.8	7	-1	-15	0.0	-3	-6	11	3
COc1cc(/C=C/C(=O)OCC(=O)NC(=O)NC(C)(C)C)ccc1O	0.2	-9	-1	-13	6.0	-11	-1	-3	4
CCOc1ccc(CN=C(N)N=C(N)N)cc1Cl	-0.4	-11	-5	2	-0.3	1	-2	-3	4
CCCCCCCCOC(=O)c1nc(Cl)c(Cl)c(N)c1Cl	-1.2	-12	-6	-7	1.6	-10	-12	2	1
Cc1nonc1C(=O)N1CCCC(Nc2ccc(C(C)C)cc2)C1 (stereo not drawn)	-1.3	-36	-4	-10	-0.5	-13	-19	3	-2
COc1ccc(CCNC(=O)c2c(O)c3cccc4c3n(c2=O)CC4)cc1OC	0.8	-25	-2	1	0.0	-12	-11	8	4
CCCc1cc(=O)oc2cc(C)cc(OCC(=O)NCCCN3CCCC3=O)c12	-1.4	-17	-4	-15	-0.6	-16	-1	8	-1
Nc1ccc2c(c1)Cc1cc([N+](=O)[O-])ccc1-2	22*	32	5	20	31*	24	-13	-12	24
CC1CCN(C(=O)CSc2nc3ccccc3c(=O)n2Cc2ccc3c(c2)OCO3)CC1	-0.5	14	-7	-6	-0.7	-25	-2	6	10
CC(C)c1ccc(OCC(=O)Nc2ccc(S(=O)(=O)Nc3ccccn3)cc2)cc1	11	14	24*	-4	10	-5	-6	5	18
O=C(Cc1ccc(Cl)cc1)NCC(=O)N1CCN(c2ccccc2)CC1	-0.4	-3	0	-12	0.8	-5	-9	8	0
CCC(Cc1ccccc1)NC(=O)Cn1cccc1C(=O)c1ccccc1 (stereo not drawn)	-0.6	-16	1	20	1.1	-18	-5	-8	1
CN(CC(=O)Nc1ccc(Cl)c(Cl)c1)C(=O)CNC(=O)C1CCCCC1	2.4	-10	-2	6	4.4	-20	-3	3	7
COc1cc2[nH]c(=S)n(NC(=O)CC(C)C)c(=O)c2cc1OC	0.7	4	-4	-10	0.6	-19	-5	5	11
O=S(=O)(NC1=NCCCCC1)c1ccc2sc(NS(=O)(=O)c3ccc4ccccc4c3)nc2c1	-0.2	-23	-5	-10	0.1	-6	-4	5	0
CC1CCN(CCCCOc2ccc(Cl)cc2)CC1	1.0	x	-9	30	2.9	-20	-8	-20	x
COc1ccc(NCc2nnc(SCC(=O)Nc3ccc(OC)cc3OC)o2)cc1	-0.1	3	-3	4	0.5	-17	-3	-4	3
CC(=O)Nc1ccc(NC(=O)CN2C(=O)NC3(CCCCCCC3)C2=O)cc1	0.9	-8	-3	-10	0.3	-2	-3	4	2

# Structural class, the entries above containing a Cl atom
smiles	OXTR agonist	TAAR1 antag	M1 ag	CHRM1 antagonist	V1aR counter	CHO parental Ca	OXTR potentiator	M1 PAM	TAAR1 agonist
Cc1ccccc1C(=O)N1CCN(c2ccc(NC(=O)CSc3ccc(Cl)cc3)cc2)CC1	13	53*	2	33	11	31*	-8	-9	14
O=C(c1ccccc1)c1cnc(Nc2ccc(Cl)c(Cl)c2)s1	1.2	19	-2	-1	0.8	-2	0	1	5
CCOc1ccc(CN=C(N)N=C(N)N)cc1Cl	-0.4	-11	-5	2	-0.3	1	-2	-3	4
CCCCCCCCOC(=O)c1nc(Cl)c(Cl)c(N)c1Cl	-1.2	-12	-6	-7	1.6	-10	-12	2	1
O=C(Cc1ccc(Cl)cc1)NCC(=O)N1CCN(c2ccccc2)CC1	-0.4	-3	0	-12	0.8	-5	-9	8	0
CN(CC(=O)Nc1ccc(Cl)c(Cl)c1)C(=O)CNC(=O)C1CCCCC1	2.4	-10	-2	6	4.4	-20	-3	3	7
CC1CCN(CCCCOc2ccc(Cl)cc2)CC1	1.0	x	-9	30	2.9	-20	-8	-20	x

# Bioassay records from PubChem BioAssay.
